Integrin act MD: qHTS for Activators of Integrin-Mediated Alleviation for Muscular Dystrophy. AID 624291, 2012. Potency, µM (highest dose often 38.3 µM), for inactives: at the top dose activation, actives largely listed as activators. alpha7betagal myoblasts, beta-gal FDG fluorescence, 48 h. actives 0.064% (n = 350,000); active means well fitted activation curve with a large enough effect;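 further: 100% = response of the positive control SU9516; nearly all actives have a fitted effect of over 60% in size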
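Alpha7betagal+/- myoblasts (passage 13) were plated 16-24 hr, then exposed to compounds (1:260 dilution of DMSO stock) for 48 hours at 37C. After MPER lysis, β-galactosidase reporter activity was read as FDG fluorescence (ex 480/em 540) after 30 minutes.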
* marks the source's active call; other numbers are inactive results; [ ] = remark or other dose. Potency means the concentration at half of the fitted maximal effect. An excerpt. The share of hits here may be higher or lower than overall.

SMILES	Integrin act MD
O=C(O)c1ccc(S(=O)(=O)N2CCCCCCC2)cc1	-14%
O=C(O)c1ccc(CNC(=O)c2ccc(S(=O)(=O)N3CCCC3)cc2)cc1	6%
C[C@H]1CN([C@@H](C)CO)C(=O)CCCn2cc(nn2)CO[C@@H]1CN(C)C(=O)Nc1ccc(C(F)(F)F)cc1	21%
O=C(NCc1ccccc1CN1CCCC1)c1ccc(S(=O)(=O)Nc2ccccc2F)cc1	-5%
CCOC(=O)C1(CCOC)CCCCC1=O (stereo not drawn)	-8%
CC(C)OC(=O)N(C)C[C@@H]1OCc2cnnn2CCCC(=O)N([C@H](C)CO)C[C@@H]1C	6%
Cc1nc2ccc(NC(=O)c3ccccc3)cc2c(=O)n1Cc1ccc(F)cc1	-4%
O=[N+]([O-])c1ccccc1C(=Nc1ccccc1)c1c(O)cc(O)cc1O	-14%
CCCCCCN1C[C@H](n2cc(C3CC3)nn2)[C@@H](O)C[C@@H]1c1ccc(C)cc1	-64%[inhibitor]
COc1ccccc1N(C)S(=O)(=O)c1ccc(C(=O)N(C)Cc2cccc(OC)c2OC)cc1	-18%

Brought forward from above: 4 compounds, then new ones.
SMILES	Integrin act MD
Cc1nc2ccc(NC(=O)c3ccccc3)cc2c(=O)n1Cc1ccc(F)cc1	-4%
O=[N+]([O-])c1ccccc1C(=Nc1ccccc1)c1c(O)cc(O)cc1O	-14%
CCCCCCN1C[C@H](n2cc(C3CC3)nn2)[C@@H](O)C[C@@H]1c1ccc(C)cc1	-64%[inhibitor]
COc1ccccc1N(C)S(=O)(=O)c1ccc(C(=O)N(C)Cc2cccc(OC)c2OC)cc1	-18%
O=C1c2ccccc2S(=O)N1c1cccc(F)c1 (stereo not drawn)	20%
C[C@H](NC(=O)C1CCN(S(=O)(=O)c2ccccc2)CC1)C(=O)NCc1ccncc1	4%
O=C(C[C@H]1C[C@H]2c3cc(NS(=O)(=O)c4ccc(F)cc4)ccc3O[C@H]2[C@H](CO)O1)NCc1ccncc1	8%
O=C(Nc1ccccc1SC(=O)c1ccccc1)c1ccccc1	-23%
C[C@@H]1CN([C@H](C)CO)C(=O)CCCn2nncc2CO[C@H]1CN(C)Cc1ccc(C(F)(F)F)cc1	-24%
CC(C)C1C(=O)N(Cc2cn(CCC3OCCCO3)nn2)CCS(=O)(=O)N1Cc1ccc(-c2ccc(Cl)nc2)cc1 (stereo not drawn)	-24%
O=C1CCCCC1C1(O)C(=O)Nc2ccccc21 (stereo not drawn)	-14%
COc1ccc([C@H]2C[C@H](n3cc(-c4ccc(F)cc4)nn3)[C@@H](O)CN2Cc2cccs2)cc1	-1%
COc1cc(/C=C/CNC[C@H]2O[C@@H](n3cc(C)c(=O)[nH]c3=O)C[C@@H]2O)ccc1O	14%
Cc1ccc(C(=O)NCC(=O)OCc2nc3ccsc3c(=O)[nH]2)cc1C	-20%
COc1ccc(NC(=O)N(C)C[C@H]2Oc3cc(Br)ccc3S(=O)(=O)N([C@H](C)CO)C[C@@H]2C)cc1	8%
COc1ccc2c(c1)CCC1(C)CC(=O)C(Br)=C21 (stereo not drawn)	21%
C[C@@H]1CN([C@@H](C)CO)C(=O)c2cc(NC(=O)Nc3cccc4ccccc34)ccc2O[C@@H](C)CCCCO[C@H]1CN(C)C(=O)c1ccccc1	4%
COc1ccc(CN(C)C(=O)C(Cc2ccccc2)NC(=O)c2ccccc2)c(OC)c1OC (stereo not drawn)	3%
CCN(CC)C(=O)C1=C(C)N(Cc2ccc(C(C)(C)C)cc2)C(=O)C(CC(=O)NCCCCc2ccccc2)C1 (stereo not drawn)	-58%[inhibitor]
CC(C)NC(=O)N(C)C[C@@H]1OCc2ccccc2-c2c(n(C)c3ccccc23)C(=O)N([C@@H](C)CO)C[C@@H]1C	20%
O=C(O)c1cscc1-c1cccc2ccccc12	-9%
CCOC(=O)c1ccc(NC(=O)NC2=NCCS2)cc1	-37%[inhibitor]
O=C(C[C@H]1C(=O)N(CCc2ccccc2)C[C@@H]1c1ccccc1)Nc1ccccc1	15%
COc1ccc(C(C#N)=Cc2ccccc2OC)cc1	-7%
CCOC(=O)c1[nH]c(=S)n(-c2ccccc2)c1C(=O)OCC	-1%
O=C(Cc1ccccc1)CC(CC(=O)c1ccccc1)c1ccccc1 (stereo not drawn)	5%
COc1ccc(-n2nnnc2CNC(=O)c2c(-c3ccccc3Cl)noc2C)cc1	21%
C[C@@H]1CN([C@H](C)CO)S(=O)(=O)c2ccc(Br)cc2O[C@@H]1CN(C)C(=O)CN1CCOCC1	-16%
CCN(CC)C(=O)C1=C(C)N(Cc2ccccc2)C(=O)C(CC(=O)NC2CC2)C1 (stereo not drawn)	14%
COc1ccc(-n2ncc(C(C)NS(=O)(=O)c3cc(C)sc3C)c2C)cc1 (stereo not drawn)	-7%
COc1cc(NC(=O)CNC(=O)Cn2cnc3sc(C)c(C)c3c2=O)cc(OC)c1OC	17%
CC(C)(C)OC(=O)N1CCc2onc(-c3ccc([N+](=O)[O-])cc3)c2C1=O	8%
Cn1c(=O)c(=O)n(C)c2cc(S(=O)(=O)CCC(=O)Nc3ccccc3C(F)(F)F)ccc21	0%
COc1ccc(Cl)cc1C(=O)OCC(=O)c1c(N)n(C)c(=O)n(C)c1=O	-2%
CCOC(=O)CN(c1sc(C)c(C)c1C(=O)OCC)S(=O)(=O)c1ccc(C)cc1	-13%
O=C(Cc1csc(-c2cccc(F)c2)n1)Nc1cccc(S(=O)(=O)NC2=NCCC2)c1	-1%
COCc1ccc(C(=O)N2CCCC(N3CCN(c4cccc(Cl)c4)CC3)C2)s1 (stereo not drawn)	1%
O=C(CCCCCN1C(=O)c2cccc([N+](=O)[O-])c2C1=O)NCCc1ccccc1	17%
C[C@H](CO)N1C[C@H](C)[C@@H](CN(C)Cc2ccc(C(=O)O)cc2)Oc2ncc(Br)cc2C1=O	3%
CCN(CC)C(=O)C1=C(C)N(Cc2ccc(OC)cc2)C(=O)C(CC(=O)NCCCN(C)C)C1 (stereo not drawn)	5%
C[C@@H]1Cn2cnc(C(=O)N[C@@H](C)c3ccccc3)c2C(=O)N1	9%
CCN(CC)Cc1c(C)[nH]c2ccc(NC(C)=O)cc2c1=O	6%
COc1cccc(S(=O)(=O)Nc2ccc3c(c2)[C@H]2C[C@H](CC(=O)N[C@@H](C)c4ccccc4)O[C@H](CO)[C@H]2O3)c1	-18%
COc1ncnc2c1ncn2CCCNCc1ccccc1	17%
CC(=O)N1CCc2nc3ccccc3cc21	-4%
C=CCCC(=O)N1C[C@H]2CON(C)[C@H]2C[C@H]1c1cccc(N2CCOCC2)c1	1%
CN(C)S(=O)(=O)n1cc(/C=C(\NC(=O)c2ccccc2F)C(=O)NCCN2CCOCC2)c2ccccc21	-13%
O=c1c(OCc2ccccc2)cccn1Cc1ccccc1	-11%
CCN(CC(=O)Nc1ccc(OC)cc1)C(=O)c1cccc(S(=O)(=O)N2CCN(c3ccccc3)CC2)c1	-3%
Cc1cc(NCC(=O)Nc2ccc(C)c(S(=O)(=O)N3CCOCC3)c2)ccc1Br	-1%
CC(=NNC(=S)N1CCCCC1)c1ccccn1	-44%
CC1=C(O)C(=O)C(c2c(C)cc(C)c(Br)c2C)=C(O)C1=O	0%
CC(C)(C)c1nnc(NC(=O)CCC2CCCCC2)s1	7%
Cc1cccc(CN(C)C[C@H]2OCc3cnnn3CCCC(=O)N([C@@H](C)CO)C[C@@H]2C)c1	7%

Next part:
SMILES	Integrin act MD
O=C1[C@H]2[C@@H](c3ccccc3)N[C@]3(CCCN(Cc4ccccc4)C3=O)[C@H]2C(=O)N1Cc1ccccc1	11%
C[C@H](CO)N1C[C@H](C)[C@@H](CN(C)S(=O)(=O)c2ccc(Oc3ccccc3)nc2)OCc2cnnn2CCCC1=O	3%
C[C@@H]1CN([C@H](C)CO)C(=O)CCCn2nncc2CO[C@H]1CN(C)C(=O)c1ccccc1	-9%
O=C(Cc1ccc(F)cc1)Nc1cc(S(=O)(=O)N2CCOCC2)ccc1N1CCCCC1	-14%
CCN(CC)CCN(C(=O)c1ccc2c(c1)CCCC2)c1nc2c(OC)cccc2s1	-13%
COc1ccc([C@H]2C[C@@H](O)[C@H](n3cc(C4CC4)nn3)CN2C(=O)c2cccs2)cc1	4%
CCCC(=O)Nc1ccc2c(c1)nc(CCN1CCC(C)CC1)n2C	2%
CC1=C(C(=O)N2CCOCC2)CC(CC(=O)NC2CCCC2)C(=O)N1Cc1ccc(C(C)(C)C)cc1 (stereo not drawn)	-1%
O=C(c1ccoc1)N1CCN(c2cc(-c3ccco3)nc3cc(-c4ccccc4)nn23)CC1	-64%[inhibitor]
O=C(Cn1cc(F)c(=O)[nH]c1=O)c1ccco1	-19%

Quoted at random: 6 records from the list.
SMILES	Integrin act MD
CC1=C(C(=O)N2CCOCC2)CC(CC(=O)NC2CCCC2)C(=O)N1Cc1ccc(C(C)(C)C)cc1 (stereo not drawn)	-1%
O=C(Cc1ccc(F)cc1)Nc1cc(S(=O)(=O)N2CCOCC2)ccc1N1CCCCC1	-14%
CCCC(=O)Nc1ccc2c(c1)nc(CCN1CCC(C)CC1)n2C	2%
C[C@H](CO)N1C[C@H](C)[C@@H](CN(C)S(=O)(=O)c2ccc(Oc3ccccc3)nc2)OCc2cnnn2CCCC1=O	3%
O=C(Cn1cc(F)c(=O)[nH]c1=O)c1ccco1	-19%
C[C@@H]1CN([C@H](C)CO)C(=O)CCCn2nncc2CO[C@H]1CN(C)C(=O)c1ccccc1	-9%

Exported with values ahead of the structure: part of the list above.
| Integrin act MD | molecule |
| --- | --- |
| 11% | O=C1[C@H]2[C@@H](c3ccccc3)N[C@]3(CCCN(Cc4ccccc4)C3=O)[C@H]2C(=O)N1Cc1ccccc1 |
| -9% | C[C@@H]1CN([C@H](C)CO)C(=O)CCCn2nncc2CO[C@H]1CN(C)C(=O)c1ccccc1 |

The list continues:
SMILES	Integrin act MD
CC(NC(=O)COC(=O)c1ccc2c(=O)n3c(nc2c1)CCCCC3)c1ccc(F)cc1 (stereo not drawn)	8%
Cc1cn([C@H]2C[C@H](O)[C@@H](CNS(=O)(=O)c3ccc(NS(=O)(=O)N(C)C)cc3)O2)c(=O)[nH]c1=O	2%
C[C@H]1CN([C@@H](C)CO)C(=O)CCCn2nncc2CO[C@H]1CN(C)S(=O)(=O)c1cccs1	-7%
C[C@H]1CN([C@@H](C)CO)C(=O)c2cc(Br)cnc2O[C@@H]1CN(C)C(=O)NC1CCCCC1	9%
CSc1ccc(NC(=O)NN(c2ccccc2)C2CCS(=O)(=O)C2)cc1 (stereo not drawn)	-10%
COc1ccccc1CN(C)C[C@H]1OCc2cnnn2CCCC(=O)N([C@@H](C)CO)C[C@@H]1C	8%
COc1ccc(C(=O)NCC(=O)NCc2ccc3c(c2)OCO3)cc1[N+](=O)[O-]	-8%
O=C(O)c1ccsc1Cc1cccs1	16%
CCCCCC(=O)N1C[C@@H](n2cc(-c3ccc(F)cc3)nn2)[C@H](O)C[C@@H]1c1ccc(OC)cc1	-22%
COC(=O)[C@H]1C[C@H](OC(=O)NCc2ccc(OC)c(OC)c2)[C@@]2(O)CN(S(=O)(=O)c3ccc(C)cc3)CC2[C@H]1C(=O)OC (stereo partly drawn)	2%
C[C@@H]1CN([C@@H](C)CO)C(=O)c2cc(C#CC3CCCCC3)cnc2O[C@@H]1CN(C)S(=O)(=O)c1ccc(F)cc1	-63%[inhibitor]
Cc1ccccc1-c1n[nH]nc1C1=CC(=O)CC(C)(C)C1	-12%
COc1cc(C#N)ccc1OCC(=O)Nc1cccc(S(=O)(=O)N(C)c2ccccc2)c1	-19%
COc1ccc([C@@H]2C[C@H]3[C@@H](CN2S(=O)(=O)c2ccccc2)C(=O)C[C@@H](c2ccccc2)N3S(=O)(=O)c2ccc(C)cc2)cc1	-7%
O=C(NC1CCCc2c1cnn2-c1ccccc1F)c1ccncc1 (stereo not drawn)	-20%
N#Cc1ccccc1OCC(=O)N1CC(=O)Nc2ccccc21	14%
CCOC(=O)CC(=O)Nc1cc2ccc(OC)c(OC)c2cc1C(=O)OCC	6%
Cc1ncc(CO)n1Cc1ccc(Cl)cc1	17%
CN(Cc1cccc(F)c1)C(=O)C1CC(=O)N(Cc2ccco2)C1 (stereo not drawn)	3%
CC(C)NC(=O)N(C)C[C@@H]1OCc2cnnn2CCCC(=O)N([C@H](C)CO)C[C@H]1C	6%
C[C@H](CO)N1C[C@H](C)[C@@H](CN(C)S(=O)(=O)c2ccc(-c3ccccc3)cc2)OCc2cn(nn2)CCCC1=O	5%
CC1(C)CC(=O)C=C(c2ccccc2-c2ccc(S(C)(=O)=O)cc2)C1=O	7%
O=C(c1ccoc1)N1CCN(c2cc(-c3cccnc3)nc3cc(-c4cccc(Cl)c4)nn23)CC1	-2%
O=P(c1ccccc1)(c1ccccc1)c1ccccc1C(Br)Br	-9%
CC1=CC(C)C(=O)N(C)C(C)=C1 (stereo not drawn)	8%
